Compound activity (PubChem)
OX1R antag-1: human HCRTR1 antagonism; O43613; CHO/OX1R cells, Fluo-8 calcium fluorescence, orexin A; inhibition, % at 5 µM; 330,000 tested, 0.43% active; AID 434989;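 active = inhibition above its plate's threshold, mean inhibition of all tested compounds on the plate plus 3 SD, cut at about 37% in these data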;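 note: 0% = orexin A challenge wells and 100% = SB-334867-A antagonist wells; not every result past the cut was called active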
Target sequence (O43613 whole entry, looked up): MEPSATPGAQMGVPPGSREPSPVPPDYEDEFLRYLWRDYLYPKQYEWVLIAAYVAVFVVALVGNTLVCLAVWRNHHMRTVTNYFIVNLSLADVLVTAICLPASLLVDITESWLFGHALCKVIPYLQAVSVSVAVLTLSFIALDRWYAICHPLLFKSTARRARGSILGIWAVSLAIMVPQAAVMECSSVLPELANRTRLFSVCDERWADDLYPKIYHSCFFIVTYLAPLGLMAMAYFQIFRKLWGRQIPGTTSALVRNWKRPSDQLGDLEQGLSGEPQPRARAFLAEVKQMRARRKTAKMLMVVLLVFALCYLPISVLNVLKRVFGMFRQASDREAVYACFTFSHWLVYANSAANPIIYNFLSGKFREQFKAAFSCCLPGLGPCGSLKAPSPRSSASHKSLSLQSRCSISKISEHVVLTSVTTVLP
STK33 kinase inh: inhibitors of human STK33 kinase; Q9BYT3; purified STK33, MBP phosphorylation, ADP-Glo luminescence; inhibition, % at 10 µM; 320,000 tested, 0.073% active; AID 2661;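 active = inhibition at or above 25%, using the most active replicate where run in duplicate; inactive = inhibition below 25%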
Target sequence (Q9BYT3 whole entry, looked up): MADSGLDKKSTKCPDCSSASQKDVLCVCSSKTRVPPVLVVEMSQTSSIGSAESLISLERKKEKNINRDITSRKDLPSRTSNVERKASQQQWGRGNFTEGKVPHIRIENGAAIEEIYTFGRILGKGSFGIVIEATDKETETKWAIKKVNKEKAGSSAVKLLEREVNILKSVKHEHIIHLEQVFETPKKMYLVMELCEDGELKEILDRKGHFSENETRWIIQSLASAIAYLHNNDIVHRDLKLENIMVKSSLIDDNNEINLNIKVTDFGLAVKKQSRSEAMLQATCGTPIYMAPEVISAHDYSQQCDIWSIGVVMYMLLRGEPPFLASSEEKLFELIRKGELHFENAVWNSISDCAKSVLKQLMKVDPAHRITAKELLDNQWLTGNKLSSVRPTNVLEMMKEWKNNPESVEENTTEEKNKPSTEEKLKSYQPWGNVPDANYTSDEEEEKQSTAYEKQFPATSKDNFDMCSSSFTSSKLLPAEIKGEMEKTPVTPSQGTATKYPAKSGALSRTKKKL
OX1R antag-2: blocks the human orexin 1 receptor; 330,000 tested, 1.8% active; inhibition, % at 6.6 µM; AID 485270; OX1R-expressing cells, FRET antagonist read-out; O43613; in the data active = inhibition mostly above about 38%, no sharp cut-off; inactive = mostly below about 40%;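 note: 0% = agonist challenge alone and 100% = reference antagonist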
An asterisk follows results filed as active; nt = no result given. Rows are unselected; 2.2% or so of the library scored in one or more.

OX1R antag-1 | STK33 kinase inh | OX1R antag-2 | SMILES
-40.0 | 0.6 | 18.9 | CCOc1ccccc1N1CCN(C(=O)c2c(-c3c(F)cccc3Cl)noc2C)CC1
-12.5 | -0.4 | 12.5 | O=C(COc1ccc2c(-c3ccccc3)cc(=O)oc2c1)N[C@@H](Cc1c[nH]c2ccc(O)cc12)C(=O)O
-7.5 | -1.0 | 22.5 | O=C(NCCCN1CCCC1=O)c1cc(-c2cccnc2)nc2ccc(Cl)cc12
-33.7 | 1.0 | 14.1 | CC(C)(C)N1C(=O)c2ccc(C(=O)Nc3nccs3)cc2C1=O
-21.8 | 1.3 | 16.5 | COc1ccc(OC)c(NC(=O)COC(=O)COc2c(Cl)cc(Cl)c3ccc(C)nc23)c1
-13.7 | -0.8 | 7.6 | O=C1NC(c2cccc(Cl)c2)Oc2ccccc21 (configuration not stated)
-9.8 | -0.1 | 11.3 | COCC(=O)Nc1cc(C)c2c(=O)oc3ccccc3c2n1
1.0 | -1.6 | 3.0 | Cc1ccc(NC(=O)CN(C)C(=O)c2ccc3[nH]c4c(c3c2)CC(C)CC4)cc1 (configuration not stated)
-4.7 | -1.7 | 10.2 | CCn1c(C)cc2c(c1=O)C(c1ccncc1)C(C#N)=C(N)O2 (configuration not stated)
-5.5 | 0.1 | 24.6 | O=C(c1ccc(S(=O)(=O)N2CCCC2)cc1)N(c1ccccc1)C1C=CS(=O)(=O)C1 (configuration not stated)
-20.6 | -0.9 | 26.3 | Cc1cccc(NC(=O)COC(=O)c2ccccc2-c2nc3ccccc3s2)c1C
-24.7 | 0.7 | 10.6 | COc1c(C)cc(C(=O)C2CCCN(C(=O)c3cc(C)nc(C)n3)C2)cc1C (configuration not stated)
-36.4 | 1.3 | 23.1 | Cc1cc(S(=O)(=O)N2CCN(c3ccc(F)cc3)CC2)c(C)s1
-26.9 | -0.7 | 19.4 | CC(=O)NC1=C(C#N)C(c2ccccc2)c2c(ccc3ccccc23)O1 (configuration not stated)
0.4 | 0.2 | 13.5 | O=C(NCCc1ccccc1)c1ccc2c(c1)S(=O)(=O)c1cc(Cl)ccc1C2=O
-21.7 | -0.2 | 45.9* | CCOC(=O)COn1c(=O)c(-c2ccc(OC)cc2)[n+]([O-])c2ccccc21
-10.5 | -0.3 | 7.4 | O=C1CN(C(=O)COc2ccc(Br)cc2F)c2ccccc2N1
0.5 | -0.5 | 2.9 | Cc1cc(Cl)ccc1NC(=O)/C=N/O
-18.1 | -1.6 | 21.6 | CCCN(CCC)C(=O)Nc1cc(Cl)ccc1OC
-18.0 | 0.4 | 3.6 | O=C(CN1C(=O)NC2(CCc3ccccc32)C1=O)c1ccc(Br)s1 (configuration not stated)
0.4 | 0.0 | 10.5 | O=C(Nc1ccc2[nH]c(=O)[nH]c2c1)c1ccc(Br)o1
3.1 | -1.4 | 25.5 | Cn1c(N)c(C(=O)COC(=O)CCc2c[nH]c3ccccc23)c(=O)n(C)c1=O
-19.7 | nt | 14.3 | COCCNc1nc(C(C)(C)C)nc2c1nnn2Cc1ccccc1Cl
-8.7 | -2.2 | 6.3 | O=C1NC(Nc2ccccn2)(C(F)(F)F)C(=O)N1c1ccc(F)cc1 (configuration not stated)
-30.3 | -1.8 | 7.4 | CC(=O)Nc1ccc(NC(=O)CNC(=O)COc2ccccc2)cc1
-9.2 | -0.5 | 24.5 | CC1(C)CC2(CCO1)OC(=O)CC2C(=O)Nc1ccc(Cl)cc1[N+](=O)[O-] (configuration not stated)
-8.6 | 0.4 | 50.9* | COc1cc(/C=C2\SC(=N)N(c3ccc4c(c3)OCO4)C2=O)cc(OC)c1O
8.3 | 0.4 | 3.1 | CCOC(=O)c1ccc(NC(=O)Nc2cc(C)on2)cc1
-2.2 | 7.1 | -0.2 | CCOc1ccc(NC(=O)COC(=O)Cn2cnnn2)cc1OCC
-3.2 | 0.4 | 22.8 | CNC(=O)/C(C#N)=C\c1cc(C)n(-c2ccc(N3CCOCC3)cc2)c1C
-27.3 | 4.3 | 15.6 | NC(=S)NN=C1c2ccccc2-c2ccccc21
-5.0 | 0.8 | 9.4 | CC(=O)Nc1cccc(N2CCCC2=O)c1
9.4 | -0.4 | 3.9 | Cc1ccc2c(c1)N(C(=O)CCC(=O)NCCCN1CCOCC1)CCO2
-14.8 | -1.3 | 10.6 | O=C(CCS(=O)(=O)c1ccccc1)Nc1ccc(N2CCN(Cc3ccccc3)CC2)cc1
-24.5 | -1.5 | 19.9 | CCOc1ccc(S(=O)(=O)N2CCN(c3ccccc3)CC2)c2cccnc12
-15.2 | 0.5 | 4.1 | CCCCCCNC(=O)N1C/C=C\C(c2ccc(OC)cc2)N(Cc2ccc(F)cc2)C(=O)C1 (configuration not stated)
-15.9 | -1.3 | 45.1 | O=C(CSCc1c(Cl)cccc1Cl)Nc1ccc2c(c1)OCO2
-15.6 | -0.7 | 15.7 | CC(=O)Oc1ccc(-c2csc(Nc3cccnc3)n2)cc1
-29.8 | 0.1 | 13.5 | Cc1cc(C)c(C(=O)COC(=O)c2cc([N+](=O)[O-])ccc2N2CCOCC2)cc1C
-24.3 | nt | 29.5 | CCOC(=O)N1CCC(NC(=O)CC(NS(=O)(=O)c2ccc(C)cc2)c2ccco2)CC1 (configuration not stated)
-4.1 | 2.8 | 19.8 | COc1ccc(-c2[nH]ncc2C=O)cc1
-13.8 | -0.2 | 33.4 | O=C(O)c1cccc(N2C(=O)C3C4C=CC(C4=C(c4ccccc4)c4ccccc4)C3C2=O)c1 (configuration not stated)
-16.1 | 0.3 | 2.5 | O=C(Nc1ccc(NC(=O)c2ccccc2O)cc1)Nc1ccc(F)cc1F
-21.4 | 1.7 | 14.9 | CN1C(C(=O)NCc2cccs2)=CC(c2ccc(F)cc2)=NS1(=O)=O
10.1 | 0.0 | 1.3 | CCOC(=O)c1cccc(NC(=O)C2CCN(S(=O)(=O)c3cnc[nH]3)CC2)c1
-0.1 | 0.0 | 12.9 | COc1ccc(/C=C/C(=O)NC(=S)Nc2ccc(S(=O)(=O)Nc3ccc(OC)nn3)cc2)cc1
-11.0 | -1.8 | 65.7 | O=c1c(Cc2ccc(Cl)cc2Cl)c(O)ccn1Cc1ccc(Cl)cc1
-15.0 | -1.6 | 9.0 | COc1ccc([C@H]2/C=C\CN(C(=O)c3ccccc3)[C@@H](C)C(=O)N2Cc2ccc(F)cc2)cc1
1.6 | -1.5 | 26.0 | COc1ccc([N+](=O)[O-])cc1NS(=O)(=O)c1cccc(C(=O)OC2CCOC2=O)c1 (configuration not stated)
-22.0 | 2.0 | 26.9 | CCn1cc(Br)c(C(=O)Nc2ccc(Cl)c(Cl)c2)n1
-19.7 | 0.5 | 28.6 | O=C(Nc1ccccc1)C1=C[C@@H](c2ccc(C(F)(F)F)cc2)C[C@@H](OCc2ccc(CO)cc2)O1
-6.8 | 0.6 | 16.0 | O=C(Nc1ccccc1Cl)c1ccc(S(=O)(=O)N2CCOCC2)cc1
-18.4 | -2.7 | 52.7* | Cc1cc(NC(=O)CCC(=O)N(Cc2ccco2)C(C(=O)NC2CCCCC2)c2ccccc2)no1 (configuration not stated)
16.4 | -1.9 | 17.5 | COc1cc(CNc2cccc(C(=O)O)c2)cc(Br)c1OCC(=O)NC(C)(C)C
3.0 | -1.3 | 2.0 | O=C1CC(Cc2ccccc2)C(=O)N1c1ccccn1 (configuration not stated)
4.2 | -2.5 | -9.5 | Cc1cccc(NC(=O)c2c(O)c3ccccc3[nH]c2=O)c1
-0.8 | -1.6 | 11.4 | O=C(Nc1ccccc1C(=O)N1CCOCC1)C1COc2ccccc2O1 (configuration not stated)
-34.9 | -2.3 | -2.7 | CCCCC(=O)NC(=S)Nc1cccc(NC(=O)CC)c1
-7.4 | 0.2 | 10.5 | O=C(O)c1cc2c(cc1Br)OCCCO2
-21.7 | -0.8 | 11.0 | Cc1ccc(Nc2nc(N)nc(-c3oc4ccccc4c3C)n2)cc1

(continued)
OX1R antag-1 | STK33 kinase inh | OX1R antag-2 | SMILES
-4.8 | -0.9 | 10.0 | O=C(CCC(=O)OCC(=O)c1ccc(-c2ccccc2)cc1)Nc1cccc(Cl)c1
-38.9 | 0.9 | 4.1 | Cc1ccc(-c2cc(-c3nnc(SCC(=O)NCC(C)C)n3N)c3ccccc3n2)cc1
-12.6 | -0.4 | 22.0 | Cc1cc(N2CCN(C)CC2)nc2ccc(NC(=S)N3CCC4(CC3)OCCO4)cc12
-14.7 | 0.4 | 15.3 | CSc1cccc(NC(=S)N(CCC(C)C)C2CCN(C(C)C)CC2)c1
-1.6 | 3.5 | 15.8 | CC(=O)Nc1cccc(-c2csc(NCc3ccccc3)n2)c1
-10.1 | -0.6 | 0.1 | C[C@@H]1CN([C@H](C)CO)C(=O)c2cc(NC(=O)Nc3ccc(F)cc3)ccc2O[C@H]1CN(C)C(=O)Nc1ccc(C(F)(F)F)cc1
-7.8 | 0.1 | 4.5 | COc1ccc(C(=O)NCCCSC)cc1OC1CCN(C(C)C)CC1
-14.2 | 0.5 | 10.2 | Cc1ccc(S(=O)(=O)N(C)C)cc1NC(=O)COC(=O)c1ccc(Cl)cc1
-13.2 | -0.9 | 16.0 | Cc1cc(C)nc(Oc2ccc(Br)cc2)n1
-29.7 | 0.0 | 9.3 | O=C(Cc1ccccc1)Nc1nnc(SCC(=O)NC2CCCC2)s1
0.2 | -0.2 | 9.5 | O=C(O)c1cccc(NS(=O)(=O)c2cccc(C(=O)Nc3ccccc3[N+](=O)[O-])c2)c1
-58.2 | 0.0 | 5.6 | Cc1ccc(C(=O)N2CCCC(c3ccc(Cl)cc3)=N2)cc1
-11.7 | nt | 2.8 | CNc1ccccc1C(=O)OCC(=O)N(CCOC)c1c(N)n(CC(C)C)c(=O)[nH]c1=O
-16.9 | -0.2 | 5.9 | Cc1ccccc1CCNC(=O)C1CCC(=O)N(Cc2ccc(Cl)cc2)C1 (configuration not stated)
-35.8 | 1.4 | 10.8 | Cc1ccc(CN2CCN(C(=O)CCC(=O)Nc3nnc(C(C)C)s3)CC2)c(C)c1
-15.4 | 1.2 | 12.5 | O=C(/C=C\c1ccco1)Nc1cc([N+](=O)[O-])ccc1F
-12.4 | -0.2 | 13.7 | CC(c1nc2ccccc2o1)N1C(=O)c2ccccc2C1=O (configuration not stated)
-10.5 | -0.8 | 16.1 | CCOC(=O)c1cccc(NS(=O)(=O)c2c(C)[nH]c(=O)[nH]c2=O)c1
-23.9 | -1.7 | 15.9 | O=C(CCSCc1ccc(Cl)cc1)NCCc1ccccc1
-0.4 | -0.7 | 1.9 | Cc1ccc(S(=O)(=O)NC(Cc2c[nH]c3ccccc23)C(=O)O)cc1 (configuration not stated)

Look-ups from the results shown:
OX1R antag-1, Cc1ccc(C(=O)N2CCCC(c3ccc(Cl)cc3)=N2)cc1 is entered as -58.2
OX1R antag-2, Cc1ccc(CN2CCN(C(=O)CCC(=O)Nc3nnc(C(C)C)s3)CC2)c(C)c1 is entered as 10.8
STK33 kinase inh, O=C(CCSCc1ccc(Cl)cc1)NCCc1ccccc1 is entered as -1.7

Returning to the listing, repeating the five entries before the break.
OX1R antag-1 | STK33 kinase inh | OX1R antag-2 | SMILES
-15.4 | 1.2 | 12.5 | O=C(/C=C\c1ccco1)Nc1cc([N+](=O)[O-])ccc1F
-12.4 | -0.2 | 13.7 | CC(c1nc2ccccc2o1)N1C(=O)c2ccccc2C1=O (configuration not stated)
-10.5 | -0.8 | 16.1 | CCOC(=O)c1cccc(NS(=O)(=O)c2c(C)[nH]c(=O)[nH]c2=O)c1
-23.9 | -1.7 | 15.9 | O=C(CCSCc1ccc(Cl)cc1)NCCc1ccccc1
-0.4 | -0.7 | 1.9 | Cc1ccc(S(=O)(=O)NC(Cc2c[nH]c3ccccc23)C(=O)O)cc1 (configuration not stated)
-13.5 | -0.2 | 38.7 | COc1ccc(N(C)S(=O)(=O)c2cccc(C(=O)Nc3ccc4c(c3)OCCO4)c2)cc1
-7.4 | -0.9 | 9.3 | O=C(NCc1nnc(SCC(=O)N2CCN(c3ccccc3)CC2)o1)c1ccccc1
-11.3 | -1.8 | 23.0 | CS(=O)(=O)Nc1nnc(SCC(=O)Nc2cccc([N+](=O)[O-])c2)s1
-21.0 | -4.4 | 10.0 | CCOC(=O)c1c(C)[nH]c(C(=O)OCC(=O)Nc2ccc(OC)c(Cl)c2)c1C
-22.9 | -0.6 | 7.1 | CCN(CC)C(=O)CSc1nc2cc(S(=O)(=O)N3CCOCC3)ccc2n1CC
4.7 | -1.2 | 23.9 | O=C(O)CCn1c(=S)oc2ccccc21
-8.1 | -2.0 | 0.8 | CC(=O)NC(=S)Nc1ccc(-c2nc3ccc(C)cc3s2)cc1
-4.2 | 0.2 | 8.8 | O=C(Nc1ccc(F)cc1F)c1cccc(S(=O)(=O)N2CCCCC2)c1
-6.1 | 0.3 | 0.3 | O=C(CSc1nncs1)NCc1ccc(F)cc1
-41.1 | -0.6 | -0.5 | CCOc1ccc(CCNC(=O)c2cccc(NC3=NC4CS(=O)(=O)CC4S3)c2)cc1OCC (configuration not stated)
-38.8 | -0.4 | 14.7 | O=C(NC(NCc1ccccc1)C(Cl)(Cl)Cl)c1cccnc1 (configuration not stated)
3.0 | -1.2 | 11.7 | COC1(C2=NCCN2)COc2ccccc2O1 (configuration not stated)
-35.9 | 0.1 | 8.7 | COc1cccc(CN2CCN(c3cccc(C(F)(F)F)c3)CC2)c1OC
-4.1 | -0.8 | 0.5 | Cc1cccc(N2CN=C3SCC(=O)N3C2)c1
-21.6 | -1.1 | 4.8 | O=C(c1ccccc1Cc1ccccc1)N1CCN(S(=O)(=O)c2ccccc2F)CC1
5.7 | 0.5 | 15.4 | O=C(NC(=S)Nc1nc(-c2ccccc2)cs1)c1cccnc1
-3.5 | -1.4 | 22.5 | O=C(CSCc1ccco1)c1ccc(Cl)s1
5.1 | 0.0 | 2.1 | O=C(COC(=O)C1CC1)c1c[nH]c2ccccc12
-9.6 | -0.3 | 1.6 | COc1ccc(Cc2nnc(NS(C)(=O)=O)s2)cc1
